Screens (PubChem BioAssay)
Dynein cargo inh = blocks dynein driven cargo transport along microtubules; z-score, hits read low; 3617.4 mouse cells, GR-EGFP nuclear translocation imaging; test concentration mostly 20 µM; stimulated with dexamethasone, 1 µM; stronger effect = lower value; 220,000 tested, 0.47% active;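 active means plate z-score of nuclear minus cytoplasmic receptor signal below a set negative limit, without overly bright fluorescence or cell loss, cut at about -3.5 in these data, passing the limit was not always enough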;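 further: z-score of nuclear minus cytoplasmic ring GR-EGFP intensity difference per well; some compounds called inactive have numbers as strong as hits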
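Medium: Induction medium lacking tetracycline, stripped serum | Probe or stimulus: 1.0 µM final dexamethasone stimulus | Schedule: 48 h induction, then 1 h compound, then 30 min agonist, 37 °C | Signal: Automated 10x imaging of fixed Hoechst-stained cells | Evaluation: Per-cell GR-EGFP intensity, nucleus versus surrounding cytoplasmic ring, well-averaged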
Hep lipid drop = hepatic lipid droplet formation modulation; AML12 mouse hepatocytes, oleate lipid droplets, BODIPY imaging; inhibition, % at 6.5 µM; 240,000 tested, 0.4% active;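 active means lipid droplet intensity inhibited by at least 50%, with more than 500 cells counted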
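Test system: AML12 hepatocytes (mouse); reagent: oleate loading, 100 µM; dosing: one dose, 6.5 µM compound; incubation: overnight exposure; signal: fluorescence imaging, 20x objective, two fields per well; read-out basis: % inhibition of corrected integrated BODIPY droplet signal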
XIAP displacement = XIAP antagonists, biochemical, IAP family, fluorescence polarization (AID 1018); one-dose displacement, % at 20 µM; IC50 in µM for titrated hits; XIAP BIR domain, fluorescence polarization peptide displacement; higher % means a stronger effect; 200,000 tested, 0.007% active; in the data active means displacement above about 50%; further: a part of the inactive calls stands beside numbers as strong as those of hits
Autophagy HCS = modulators of autophagy | MEF GFP-LC3 puncta imaging; test concentration mostly 10 µM | calls only at 10 µM (by protocol) | 190,000 tested, 0.98% active;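 active means percentage of spot-positive cells more than 3 SD above its plate mean, without a fluorescence outlier flag or 80% toxicity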;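 further: spot-positive cell cutoff set from DMSO-treated cells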
b-catenin transl = alters nuclear translocation of beta-catenin in HeLa cells; immunofluorescence imaging; nuclear translocation activity, % at 5 µM; 190,000 tested, 0.3% active; AID 1665;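 active means nuclear translocation activity above 50% at 5 µM, with a well cell count of 50 or more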;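 further: per-cell ratio of nuclear to cytoplasmic median beta-catenin stain intensity; plate controls were DMSO negative control for no effect and GSK-3 inhibitor IX positive control for full effect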
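Assay system: human HeLa cells, native beta-catenin; doses: 5 µM primary, 0.02–20 µM confirmation; incubation: compound treatment 24 h, 37°C, 5% CO2; technique: fluorescence imaging of beta-catenin antibody stain plus DAPI; measure: % activation, nuclear-to-cytoplasmic median beta-catenin signal ratio per cell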
MT stabilize HCS = stabilizes microtubules in HeLa cells | HeLa tubulin immunostaining HCS, 24 h; share of cells brighter than vehicle mean+2SD | % tubulin-high responders, % at 10 µM | 200,000 tested, 0.83% active;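 active means plate Z-score above 3 for both tubulin-high and condensed-nucleus cell shares, with cell loss under 80%, at 10 µM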;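 further: anti alpha tubulin signal scored within the nucleus-defined area of each cell; some results filed as inactive read as strong as hits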
CSM14.1 death rescue = rescue of cells from ER stress-induced death, primary screen, 384-well, CSM14.1, thapsigargin, ATP luminescence (AID 1222); CSM14.1 thapsigargin-induced death rescue, ATP luminescence; higher % means a stronger effect; cellular ATP content (survival), % at 20 µM; hits with a dose series show EC50 in µM; 190,000 tested, under 10 active;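 active means EC50 below 50 µM in the dose-response confirmation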;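 further: death triggered by thapsigargin at about 15 µM added after 2 h compound pretreatment; cell ATP read after overnight thapsigargin exposure of roughly 18 to 22 hours; normalized against plate controls of thapsigargin alone and 5% DMSO vehicle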
WT yeast gro inh = growth inhibition of WT yeast, mitochondrial fusion screen | mitochondrial fusion phenotypic screen, WT strain | inhibition, % at 10 µM | 190,000 tested, 2.1% active | AID 1362; in the data active means inhibition above about 58%; tested in S. cerevisiae
Ins promoter up = MIN6 insulin promoter up-regulation; z-score at 5 µM; 190,000 tested, 0.3% active; MIN6 insulin promoter-GFP reporter, high-content imaging; stronger effect = higher value; AID 1625;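 active means z-score above 3 at 5 µM with at least 500 cells counted in the well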
WT yeast gro inh mutant strain = second read-out of WT yeast gro inh, no call of its own (marks repeat the call); inhibition, %; mitochondrial fusion phenotypic screen, mutant strain inhibition
Dynein cargo inh cytoplasmic EGFP = recorded beside Dynein cargo inh, whose call it bears; z-score; measured here: cytoplasmic GR-EGFP intensity; stronger effect = higher value
Dynein cargo inh nuclear GR-EGFP = further read-out of Dynein cargo inh, marked with its call; z-score; measured here: nuclear GR-EGFP intensity;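 lower value marks the stronger effect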
Dynein cargo inh cell count = recorded beside Dynein cargo inh, whose call it bears; z-score; measured here: cell count per field
Ins promoter up cell count = second read-out of Ins promoter up, no call of its own (marks repeat the call); cell count; measured here: cytotoxicity, nuclei count;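 total cells summed across four imaged fields per well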
Hep lipid drop cells 6.5 µM = also measured in Hep lipid drop; calls as there; cell count; measured here: cell count, cytotoxicity flag;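 cells counted across two imaged fields per well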
b-catenin transl cell count 5 µM = further read-out of b-catenin transl, marked with its call; cell count; measured here: cell count, cytotoxicity flag
MT stabilize HCS Hoechst-high % = also measured in MT stabilize HCS; calls as there; % Hoechst-high responders; measured here: nuclear condensation Hoechst responders;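 share of cells brighter than vehicle mean plus two SD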
MT stabilize HCS cytotoxicity % = further read-out of MT stabilize HCS, marked with its call; toxicity, %; measured here: cytotoxicity by cell density;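 0% = mean cell density of plate MIN control wells and 100% = no cells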
Autophagy HCS cell loss 18 h = further read-out of Autophagy HCS, marked with its call; toxicity, %; measured here: cell loss, nuclei count;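 cell loss after 18 h compound exposure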
Active calls of the source: *; i = inactive; x = not tested or not shown.

Results follow in this order: XIAP displacement	MT stabilize HCS Hoechst-high %	MT stabilize HCS cytotoxicity %	b-catenin transl cell count 5 µM	Dynein cargo inh cell count	WT yeast gro inh mutant strain	Dynein cargo inh cytoplasmic EGFP	Ins promoter up	Dynein cargo inh nuclear GR-EGFP	Hep lipid drop cells 6.5 µM	b-catenin transl	Autophagy HCS cell loss 18 h	Hep lipid drop	WT yeast gro inh	Ins promoter up cell count	MT stabilize HCS	Dynein cargo inh	CSM14.1 death rescue	Autophagy HCS
> O=C(c1ccc(Cl)c(S(=O)(=O)N2CCCCCC2)c1)N1CCN(c2ccccn2)CC1
  -2.6%	1.6	6.1	1169	0.25	17	-0.27	-0.21	0.29	702	-0.6	-15	-1	17	968	2.3	0.087	-5.0%	i
> Cc1ccccc1Nc1nc(N)nc(COC(=O)c2ccccc2)n1
  -4.1%	1.8	2.5	955	0.31	5	-0.29	x	-0.19	615	-1.2	-2	2	-10	x	2.0	-0.32	-2.6%	i
> CC(C(=O)Nc1ccc(S(=O)(=O)N2CCCC2)cc1)N1CCN(C(=O)c2ccco2)CC1 (stereo not drawn)
  -3.1%	2.1	4.1	x	0.17	1	-0.28	0.33	-0.24	740	x	-1	6	-12	964	1.8	-0.65	0.1%	i
> CCOC(=O)c1cccc(C(=O)Oc2ccccc2)n1
  -1.8%	1.3	7.7	x	0.31	-1	-0.03	-0.15	0.15	790	x	3	0	-14	859	1.6	-0.32	-1.0%	i
> CN1CCC(N(C)C(=O)/C=C/c2cn(-c3ccccc3)nc2-c2cccs2)CC1
  -12%	2.9	7.6	1052	-1.6	-4	0.32	0.85	1.5	678	-2.0	5	17	9	1198	1.8	3.5	-3.3%	i
> CN(C)c1ccc(C2N(c3ccc(Cl)cc3)C(=O)C3CCCN32)cc1 (stereo not drawn)
  -3.7%	3.3	5.2	1228	0.3	9	-0.19	0.53	-0.31	x	-1.4	16	x	15	1059	2.7	-0.55	-0.5%	i
> CC(Oc1ccccc1)C(=O)OCC(=O)NC(=O)NCc1ccco1 (stereo not drawn)
  -2.9%	2.7	5.4	963	0.56	-3	-0.18	0.03	-0.015	x	-2.9	15	x	6	1625	4.7	-0.73	-4.0%	i
> Cc1ccc2nc(-c3ccccn3)c(NC3CCCC3)n2c1
  -1.8%	1.4	3.1	1516	0.29	62*	-0.28	-2.5	-0.15	717	0.9	-4	-12	74*	1363	3.0	-0.48	5.6%	i
> CC/C(=C\c1oc2cc3ccccc3cc2[n+]1CC)Nc1ccccc1
  -7.1%	2.4	2.0	1058	0.66	24	-0.054	-2.7	-0.42	632	-1.9	16	-46	42	688	4.3	-0.87	x	i
> COC(=O)c1sccc1NC(=O)CC1C(=O)NCCN1C(=O)c1ccc(N(C)C)cc1 (stereo not drawn)
  x	x	x	1092	0.0033	x	-0.11	0.7	-0.3	720	-3.1	x	-12	x	1355	x	-0.39	x	x
> CC(C)(C)C1CCc2onc(C(=O)Nc3ccc(F)cc3F)c2C1 (stereo not drawn)
  -6.3%	2.3	7.0	1196	-0.26	-24	-0.21	0.06	0.79	763	-1.6	-15	9	9	1256	3.2	1.6	-4.0%	i
> CCOC(=O)Cc1ccc2sc(-c3ccccc3)nc2c1
  -7.4%	2.5	3.1	x	-0.28	45*	-0.29	-0.15	-0.14	710	x	10	30	64*	1137	2.7	0.63	-5.1%	i
> COc1ccc(CCNC(=O)C2CCN(S(=O)(=O)N3CC(C)CC(C)C3)CC2)cc1OC (stereo not drawn)
  -2.5%	2.9	6.0	1387	-1.3	-31	-0.16	-0.33	0.76	x	-0.8	2	x	-23	1701	3.6	0.76	-1.8%	i
> Cn1c(=O)c2c(SCc3ccccn3)nc(CC(C)(C)C)nc2n(C)c1=O
  -1.1%	2.9	6.5	1049	0.33	3	-0.23	-0.33	0.18	682	2.2	0	5	28	1683	3.4	-0.053	-1.8%	i
> CCOC(=O)C(=O)N1CCC(C(=O)OCC)CC1
  x	x	x	1086	0.76	x	-0.22	0.45	-0.58	778	-1.9	x	-7	x	1363	x	-0.93	x	x
> NNC(=O)c1cccc(COc2ccc3c(c2)CCC3)c1
  -0.3%	2.1	7.7	553	-1.5	57*	-0.16	0.02	2.2	771	0.5	-17	32	81*	1032	3.4	1.2	-5.7%	i
> COc1ccccc1-c1cc(SC)c(C#N)c(=O)o1
  -9.0%	2.3	6.3	545	0.54	5	0.75	-0.05	-1.6	644	2.1	-4	-11	-5	1098	1.7	-2.4	2.3%	i
> O=C(Nc1cccc(-c2csc(-c3ccccc3)n2)c1)c1cccs1
  -3.1%	1.1	3.8	1264	-0.55	17	0.036	x	0.53	796	-0.8	-7	-11	36	x	1.3	0.27	-2.5%	i
> COc1ccccc1/C=C/C(=O)OCC(=O)Nc1ccc(Cl)cn1
  x	x	x	1101	0.8	x	-0.3	0	-0.36	731	-2.6	x	5	x	1447	x	-1	x	x
> COc1ccc(N(C(=O)c2ccco2)S(=O)(=O)c2cc(Cl)c(Cl)cc2Cl)cc1
  -1.5%	17*	41*	x	-0.69	26*	-0.3	-0.32	0.098	682	x	18	-21	59*	934	33*	0.45	-1.6%	i
> O=C(Nc1ccc(NC(=O)c2ccccn2)cc1)C(=O)Nc1ccc2c(c1)OCCO2
  -2.1%	3.0	4.4	1002	0.59	13	-0.21	0.83	-0.5	675	2.0	17	-8	6	926	1.4	-0.82	-0.2%	i
> CCOC(=O)C1CCN(C(=O)c2cccs2)CC1
  6.4%	1.4	4.6	964	0.048	-11	-0.13	0.8	0.44	800	-0.9	-3	6	-11	1710	1.7	0.26	-1.6%	i
> CNc1oc(-c2cccs2)nc1S(=O)(=O)c1ccccc1
  -2.2%	1.8	6.0	1094	-0.25	6	-0.3	0.85	0.8	699	-4.8	18	-4	4	1655	2.5	0.34	-0.5%	i
> NC1=NC(c2ccc(Br)cc2)n2c(nc3ccccc32)N1 (stereo not drawn)
  -1.8%	3.0	10	940	-0.22	-8	-0.27	0.23	0.096	675	-0.5	-3	-7	-6	1215	2.2	-0.31	-4.1%	i
> CCOc1ccc(NC2=CC(=O)CC(c3ccco3)C2)cc1 (stereo not drawn)
  -2.2%	1.8	5.9	1511	0.39	-5	-0.17	-0.05	0.45	641	1.0	2	-8	1	1417	2.0	0.83	0.7%	i
> CCC(CC)NC(=O)c1ccccc1Oc1ccccc1
  1.9%	1.5	6.4	1192	0.69	15	-0.33	-0.28	-0.42	754	-2.0	0	-10	17	977	1.3	-0.65	6.9%	i
> CCC(C)NC(=O)NC(=O)N(C1CCCCC1)S(C)(=O)=O (stereo not drawn)
  -5.4%	1.9	3.8	x	-0.99	13	0.21	x	0.27	x	x	2	x	-6	x	2.8	0.52	-1.8%	i
> Cc1cc(NC(=O)CSc2nc3ccccc3n2CC(=O)N2CCCCC2)no1
  -6.3%	2.0	5.4	1046	1.2	0	-0.27	0.36	-0.79	663	-0.9	26	-28	7	1886	3.6	-0.42	-2.8%	i
> Cc1ccc(S(=O)(=O)N(CC(=O)N=Nc2c(O)[nH]c3ccccc23)c2ccc(C)c(C)c2)cc1
  -2.4%	19*	43*	665	0.19	-15	-0.23	-0.34	0.3	578	18	-6	8	22	1269	20*	0.34	-1.4%	i
> CC(c1ccco1)N(C(=O)c1ccccc1NS(=O)(=O)c1ccc(Cl)cc1)c1ccccn1 (stereo not drawn)
  -1.7%	2.2	7.9	1123	-0.84	0	-0.097	-0.73	0.27	608	-2.7	37	-10	28	1474	7.6	0.21	1.6%	i
> Cc1cccc(NC(=O)NC2CC3CCC(C2)N3Cc2ccco2)c1 (stereo not drawn)
  1.5%	1.7	9.2	1571	0.5	-14	-0.31	0.05	-0.43	631	0.3	4	3	-18	1486	2.4	-0.97	0.6%	i
> O=C1Nc2ccccc2/C1=C\c1cccn1-c1ccc(OC(F)(F)F)cc1
  -4.7%	2.1	8.6	1177	0.43	9	-0.13	-1	-0.53	688	-3.2	0	-27	-14	1730	0.8	-0.13	-2.0%	i
> COc1ccc(Cl)cc1NC(=O)COC(=O)C(CC(C)C)N1C(=O)C2CC=CCC2C1=O (stereo not drawn)
  -1.6%	2.2	3.8	1021	0.16	2	-0.22	-0.29	-0.42	633	3.5	15	2	33	1581	3.0	-0.49	0.8%	i
> CCn1c(SCc2ccccc2)nnc1-c1cccnc1
  -1.8%	2.2	8.9	1535	1.8	-2	-0.24	1.6	-0.95	722	0.2	2	-11	-20	1607	2.1	-1.6	3.3%	i
> COc1cc(C(=O)Nc2ccc(Br)cc2C(=O)c2cc(OC)c(OC)c(OC)c2)cc(OC)c1OC
  2.1%	25*	55*	984	-0.22	-7	-0.3	-0.63	0.15	624	3.5	6	-19	4	1955	34*	0.66	-1.8%	i

Hits appear at their usual frequency, and some 4% of all compounds hit somewhere here.
